# Source: PubChem BioAssay (Broad Institute)
# CD40 NFkB inh: CD40 pathway inhibition in BL2 cells. BL2 NF-kB luciferase reporter, CD40L-induced, 4 h. inhibition, % at 10 µM. actives 0.94% (n = 83,000);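 active means mean inhibition of at least 50% with a set share of replicates also reaching that level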;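 further: 0% = neutral control wells and 100% = IKK inhibitor VII at 50 µM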
# * = called active by the depositor; [ ] = dose if it differs, or a comment. Some of the compounds tested. The share of hits here may be higher or lower than overall.
SMILES,CD40 NFkB inh
COc1ccc2nc(Nc3nc(-c4ccncc4)cs3)sc2c1,-21
CCc1ccccc1NC(=O)CN1CCN(CC(=O)NCc2ccc(Cl)cc2)CC1,4
CCCCSc1nnc(-c2ccccc2NC(C)=O)c(=O)[nH]1,14
N#Cc1cccc(-c2ccc3c(c2)[C@@H]2[C@@H](CCN2S(=O)(=O)c2cccc(F)c2)[C@H](CO)N3)c1,-3
CC(C)CC#Cc1ccc([C@H]2[C@H]3CN(C(=O)NC4CCCC4)CC(=O)N3[C@H]2CO)cc1,-10
CCN1C(=O)C(C)S/C1=N\S(=O)(=O)c1ccc(Cl)s1 (stereo not given),-6
CC(C)NC(=O)C1(c2ccccc2)CCOCC1,2
CC1Sc2ccc(C(=O)N3CCCC(C(F)(F)F)C3)cc2NC1=O (stereo not given),16
Cc1sc(NC(=O)CN2CCOCC2)c(C(=O)c2ccccc2)c1C,3
NC(N)=N/N=C/c1ccccc1Cl,-4
C[C@@H](C(=O)Nc1ccc2c(c1)OCO2)n1c(=O)[nH]c2ccccc2c1=O,0
C[C@@H]1COCc2cnnn2CC[C@@H](Cc2ccccc2)C(=O)N1,-6[25 µM]
COc1ccc(S(=O)(=O)Nc2ccc3c(c2)CC(=O)N([C@@H](C)CO)C[C@@H](C)[C@H](CN(C)C(=O)Nc2c(C)noc2C)O3)cc1,8[25 µM]
Cc1nn(-c2ccccc2)c2sc(C(=O)NC3CCCC3)cc12,10
CCCCCCCCC(=O)Nc1cc(C)ccc1OC,15
Cc1cc(C)c(C)c(C(=O)COC(=O)CNC(=O)CNC(=O)c2ccco2)c1C,7
CCS(=O)(=O)N1[C@H](CO)[C@@H](c2ccc(C#CC(C)C)cc2)[C@@H]1C#N,-7[25 µM]
N#C[C@H]1[C@H](c2ccccc2-c2ccccc2)[C@H](CO)N1C(=O)NC1CCCCC1,13
O=C(NCCCn1ccnc1)c1cccnc1,2
Cc1cccc(C)c1OCCOC(=O)c1ccc(S(=O)(=O)N2CCCC2)cc1,7

# Arranged by length of the SMILES (low to high): part of the list above.
SMILES,CD40 NFkB inh
NC(N)=N/N=C/c1ccccc1Cl,-4
CCCCCCCCC(=O)Nc1cc(C)ccc1OC,15
CC(C)NC(=O)C1(c2ccccc2)CCOCC1,2
COc1ccc2nc(Nc3nc(-c4ccncc4)cs3)sc2c1,-21
CCCCSc1nnc(-c2ccccc2NC(C)=O)c(=O)[nH]1,14
Cc1nn(-c2ccccc2)c2sc(C(=O)NC3CCCC3)cc12,10
CCN1C(=O)C(C)S/C1=N\S(=O)(=O)c1ccc(Cl)s1 (stereo not given),-6
CC1Sc2ccc(C(=O)N3CCCC(C(F)(F)F)C3)cc2NC1=O (stereo not given),16
C[C@@H]1COCc2cnnn2CC[C@@H](Cc2ccccc2)C(=O)N1,-6[25 µM]
Cc1cccc(C)c1OCCOC(=O)c1ccc(S(=O)(=O)N2CCCC2)cc1,7
Cc1cc(C)c(C)c(C(=O)COC(=O)CNC(=O)CNC(=O)c2ccco2)c1C,7
C[C@@H](C(=O)Nc1ccc2c(c1)OCO2)n1c(=O)[nH]c2ccccc2c1=O,0
N#C[C@H]1[C@H](c2ccccc2-c2ccccc2)[C@H](CO)N1C(=O)NC1CCCCC1,13
CC(C)CC#Cc1ccc([C@H]2[C@H]3CN(C(=O)NC4CCCC4)CC(=O)N3[C@H]2CO)cc1,-10
N#Cc1cccc(-c2ccc3c(c2)[C@@H]2[C@@H](CCN2S(=O)(=O)c2cccc(F)c2)[C@H](CO)N3)c1,-3
COc1ccc(S(=O)(=O)Nc2ccc3c(c2)CC(=O)N([C@@H](C)CO)C[C@@H](C)[C@H](CN(C)C(=O)Nc2c(C)noc2C)O3)cc1,8[25 µM]

# (continued)
SMILES,CD40 NFkB inh
O=C(NCCCN1CCCC1=O)c1cccc(S(=O)(=O)N2CCCCC2)c1,9
O=C(NNC(=O)C1CC(c2cccnc2)=NO1)Nc1ccccc1F (stereo not given),2
Cc1noc(C)c1C(=O)N(C)C[C@@H]1OCc2ccccc2-c2ccccc2C(=O)N([C@@H](C)CO)C[C@H]1C,-9[25 µM]
C[C@@H]1CN([C@@H](C)CO)S(=O)(=O)c2ccc(-c3ccncc3)cc2O[C@H]1CN(C)S(C)(=O)=O,14[25 µM]
Cc1ccc(OCCCCn2ccnc2C)c(C)c1,20
COc1ccc(CC(=O)O/N=C(\N)Cc2ccc(OC)c(OC)c2)cc1,0
COC(=O)NC1(C(=O)O)CCCC1,15
CC(C)CC(=O)c1c[nH]c(C(=O)NCCCN2CCOCC2)c1,16
O=C(NCCC1CCCCN1S(=O)(=O)c1ccccc1)C(=O)Nc1ccc(F)cc1F (stereo not given),12
O=C(Nc1cc(F)ccc1F)N1CC(=O)N2[C@H](CO)[C@H](c3ccc(C#CC4CCCC4)cc3)[C@@H]2C1,-4
CN(C[C@@H]1[C@@H](c2ccccc2)[C@H](CO)N1Cc1ccccn1)S(C)(=O)=O,6[25 µM]
Cc1nn(CCO)c2nc(-c3cccs3)cc(C(F)(F)F)c12,-6
O=C(C1CCCO1)N1CCN(S(=O)(=O)c2cccc3nsnc23)CC1 (stereo not given),4
COc1ccc(C(=O)Nc2ccc(C(=O)c3ccccc3)cc2)cc1,-3
CC(=O)CCc1ccc(Oc2nc(-c3cccnc3)nc3ccccc23)cc1,3
Nc1cc2c(cc1Cl)-c1ccc([N+](=O)[O-])cc1C2=NO,-7
O=C(Oc1ccc(-c2cn3c(n2)SCC3)cc1)c1ccccc1,-42
Cc1ccccc1S(=O)(=O)N1CC[C@@H]2[C@H]1c1cc(-c3ccc(F)cc3)ccc1N[C@@H]2CO,-8[25 µM]
Cc1ccc(NC(=O)C2CCCCC2C(=O)O)cc1Cl (stereo not given),-14
CS(=O)(=O)N1CCN(Cc2ccc([N+](=O)[O-])cc2)CC1,-9
O=C(NCC(c1ccco1)N1CCN(c2ccccc2)CC1)C(=O)NC1CCCC1 (stereo not given),4
CCN(c1ccccc1)S(=O)(=O)c1ccc(Cl)c(NC(=O)CNCc2ccccc2OC)c1,13
CO[C@@H](CN(C)C(=O)c1ccccc1F)[C@H](C)CN([C@@H](C)CO)S(=O)(=O)c1ccccc1,0
COCC(=O)Nc1ccc2c(c1)[C@H]1C[C@H](CC(=O)NCc3ccc4c(c3)OCO4)O[C@@H](CO)[C@H]1O2,-7[25 µM]
COCC(=O)N1C[C@H]2[C@@H](c3ccccc31)[C@@H](CO)N2C(=O)c1ccccc1F,-5[25 µM]
CC(=O)NCCc1c(Cc2ccccc2)[nH]c2ccccc12,-7[25 µM]
Nc1nc(-c2ccccc2)cn1/N=C/c1ccccc1,-83
CN(C(=O)COC(=O)CSc1cc(Cl)ccc1Cl)c1c(N)n(Cc2ccccc2)c(=O)[nH]c1=O,4
COc1ccc(C[C@H]2CCn3cc(nn3)COC[C@H](C)NC2=O)cc1,-3[25 µM]
c1ccc(CSc2nnc(-c3ccco3)n2Cc2ccccc2)cc1,-88
O=C(c1ccccc1-c1ccccc1)N1CCOCC1,8
CC(C)c1ccccc1NC(=O)COC(=O)c1cc([N+](=O)[O-])ccc1N1CCOCC1,-13
COCC(=O)NC[C@@H]1[C@@H](c2ccccc2)[C@@H](CO)N1C(=O)c1ccccc1,0[25 µM]
Cc1cc(/C=N/NC(N)=O)c(C)c(CO)c1,6
Cc1cccc(OS(=O)(=O)NC(=O)OCC2CCCN3CCCCC23)c1 (stereo not given),6
Oc1ccc(C=NNc2nc3ccccc3s2)c(O)c1,-42
CC(NC(=O)C1CC1)C(c1cccs1)N1CCN(c2ccccc2)CC1 (stereo not given),4
COc1ccc(OCCCC(=O)N(CCC2=CCCCC2)c2c(N)n(Cc3ccccc3)c(=O)[nH]c2=O)cc1,10
O=C(NC(Cc1ccccc1)C(=O)N1CCc2ccccc2C1)c1ccccc1 (stereo not given),6
CCC(=O)N1CC2(C1)[C@H](c1ccc(-c3ccccc3C)cc1)[C@H](CO)N2C(=O)CC,-9[25 µM]
COc1ccc(C)cc1NC(=O)C(OC(=O)Cn1cnc2c1c(=O)n(C)c(=O)n2C)c1ccccc1 (stereo not given),-3
Cc1ccc(S(=O)(=O)N2CCOCC2)cc1NC(=O)COC(=O)c1cnc(Cl)c(Cl)c1,2
C[C@@H](NC(=O)N(C)C[C@@H]1OCc2ccccc2-c2c(n(C)c3ccccc23)C(=O)N([C@@H](C)CO)C[C@@H]1C)c1ccccc1,3
CC(C)CNC(=S)NNC(=O)c1csc2ccccc12,-64
O=C(c1cnccn1)N1CC(=O)N2[C@H](CO)[C@@H](c3ccc(-c4cccc(F)c4)cc3)[C@H]2C1,7[25 µM]
OCCOc1ccc(C2=NCCO2)cc1,-11
CO[C@H]1CN(C)C(=O)c2cc(NS(C)(=O)=O)ccc2OC[C@H](C)N(C(=O)C2CCCC2)C[C@@H]1C,-19
O=C(COc1ccc2cc(Br)ccc2c1)N1CCOCC1,-50
CCN1CCn2c1nc(N1CCCCC1)nc2=O,5
CCc1cnc(N2[C@H](C#N)[C@H](c3ccc(-c4cccc(F)c4)cc3)[C@H]2CO)s1,9[25 µM]
CC1(C(=O)NS(=O)(=O)c2ccccc2Cl)CCN1C(=O)Cc1cc(F)ccc1F (stereo not given),4
CCNC(=O)C1(C)CCN(Cc2csc(-c3ccccc3)n2)C1 (stereo not given),-25
OC1(c2cn(Cc3ccccc3)nn2)CCCCC1,25
CC(=O)N1[C@@H]2CN(C(=O)c3ccc(F)cc3)c3ccccc3[C@@H]2[C@@H]1CO,-3[25 µM]
c1ccc(-n2cc(CN3CCCC(CN4CCCC4)C3)c(-c3ccc4c(c3)OCO4)n2)cc1 (stereo not given),-28
CCOc1ccc(Br)cc1CC(=O)O,-14
COc1ccc(CC(=O)Nc2cc(C)on2)cc1OC,5
O=C(COC(=O)c1cccc(OC(F)F)c1)Nc1ncccn1,1
CCCCC1CCC(C(=O)Nc2ccccc2N2CCOCC2)CC1 (stereo not given),7
Cn1c(=O)ccc2ccccc21,4

# (further entries)
SMILES,CD40 NFkB inh
Cc1cc(N2CCOCC2)nc(N2CCOCC2)c1C#N,-4
N#C[C@@H]1N[C@H](CO)[C@@H]1c1ccc(-c2ccccc2F)cc1,-6[25 µM]
C[C@@H]1CCCCO[C@@H](CN(C)S(=O)(=O)c2ccc(F)cc2)[C@@H](C)CN([C@H](C)CO)C(=O)c2cc(NS(=O)(=O)c3ccc(Cl)cc3)ccc2O1,-2
CC(C)c1ccc(NC(=O)C2Cc3c(-c4ccccc4Oc4ccccc4)ccnc3O2)cc1 (stereo not given),4
CCC(=O)Nc1cccc(NC(=S)NC(=O)c2ccccc2C)c1,-47
Cc1nonc1-c1csc(N)n1,-4
CO[C@H](CN(C)S(=O)(=O)c1ccc(Cl)cc1)[C@@H](C)CN(Cc1ccccc1Cl)[C@@H](C)CO,11
CCCCn1c(N)c(N(CCOC)C(=O)CC2CCCCC2)c(=O)[nH]c1=O,5
C[C@H](CO)N1C[C@H](C)[C@H](CN(C)Cc2ccc3c(c2)OCCN3C)OCc2cn(nn2)CCCC1=O,7[25 µM]
CCN1CCCC1CNC(=O)CN(C)S(=O)(=O)c1ccc(Cl)cc1 (stereo not given),8
CCOc1ccc(NC(=O)CN(C)C(=O)c2cccnc2Sc2ccc(C)cc2C)cc1OCC,6
COCC(=O)Nc1ccc2c(c1)[C@@H]1C[C@H](CC(=O)N3CCOCC3)O[C@H](CO)[C@@H]1O2,-11[25 µM]
CN(CC(=O)Nc1ccccc1Cl)C(=O)c1cccc(S(=O)(=O)N2CCN(c3ccccc3)CC2)c1,14
CC(C)CNC(=O)c1cccc(NC(=O)C(C)C)c1,4
C[C@H](CO)N1C[C@H](C)[C@@H](CN(C)C(=O)CN(C)C)Oc2cc(C#CC3CC3)ccc2S1(=O)=O,-7[25 µM]
Cc1cc(F)ccc1S(=O)(=O)N(CC(=O)N1CCOCC1)CC(=O)N1CCOCC1,2
COc1ccc2c3c([nH]c2c1)[C@H](CO)N(Cc1ccc(F)cc1)CC31CN(C)C1,-8[25 µM]
COCCNC(=O)c1cc2c(c(-c3cccc(C4=CCCC4)c3)n1)[C@H](CCO)N([S@@](=O)C(C)(C)C)C2,-6
O=C(CCNC(=O)c1ccc([N+](=O)[O-])cc1)NCc1ccccc1,31
CCOCCc1nnc(N)s1,0
O=C(C[C@H]1C[C@H]2c3cc(NC(=O)C4CCOCC4)ccc3O[C@H]2[C@@H](CO)O1)NCc1ccc(Oc2ccccc2)cc1,-11[25 µM]
O=C(NNC(=O)c1ccccc1OCc1ccc(F)cc1)c1ccncc1,5
COc1ccccc1Nc1cc(C(=O)NCCCN2CCOCC2)c2ccccc2n1,-3
CCN(CC)S(=O)(=O)c1cccc(NC(=O)c2ccc(S(=O)(=O)N3CCCC3)cc2)c1,5
CCn1ncc(-c2csc(N)n2)c1C,-55
CC(=O)c1ccc(N2CCN(C(=O)c3ccc(S(=O)(=O)NCc4ccco4)cc3)CC2)cc1,13
c1ccc(CNn2c(N3CCOCC3)nc3ccccc32)cc1,2
COc1cccc(NC(=O)N2CCCC2C(=O)NCc2ccco2)c1 (stereo not given),14
COc1ccc2c3c([nH]c2c1)[C@@H](CO)N(S(C)(=O)=O)CC31CN(C(=O)c2ccccc2)C1,-14[25 µM]
C[C@H]1CN([C@@H](C)CO)C(=O)c2ccccc2-c2ccccc2CO[C@@H]1CN(C)S(=O)(=O)c1ccc(C(F)(F)F)cc1,2[25 µM]
O=C(Nc1ccccc1N1CCOCC1)C1=NN(c2c(F)c(F)cc(F)c2F)C(=O)CC1,13
O=C(COC(=O)CCN=C1NS(=O)(=O)c2ccccc21)NNC(=O)c1ccccc1,-6
Cc1ccc2nc(-c3cccnc3)cc(C(=O)Nc3ccccc3[N+](=O)[O-])c2c1,10
C[C@@H]1CN(C)C(=O)c2cc(N(C)C)ccc2O[C@H]1CN(C)S(C)(=O)=O,1
COC(c1ccccc1)c1nnc(CCC(=O)N(C)CCCC2CCCC2)o1 (stereo not given),-62

# Quoted from the entries so far for reference:
SMILES,CD40 NFkB inh
O=C(C[C@H]1C[C@H]2c3cc(NC(=O)C4CCOCC4)ccc3O[C@H]2[C@@H](CO)O1)NCc1ccc(Oc2ccccc2)cc1,-11[25 µM]
O=C(NNC(=O)c1ccccc1OCc1ccc(F)cc1)c1ccncc1,5
